Bioassay records (PubChem)
UDG counterscr = Primary qHTS assay for inhibitors of Activation Induced Cytidine Deaminase (AID): UDG Counterscreen signal; 91,000 compounds, 0.14% hits; Potency, µM (titrated, usually from 115 µM), for the others: at the highest dose activity change, negative = inhibition, most hits filed as inhibitors; AID 1347430, 2020; Uracil-DNA glycosylase; FRET deamination/UDG coupled assay, UDG read, 4 h; further: nearly all actives have a fitted effect of over 65% in size
AID inhibitor = Primary qHTS assay for inhibitors of Activation Induced Cytidine Deaminase (AID): AID signal | Single-stranded DNA cytosine deaminase (Homo sapiens), Q9GZX7 | Potency, µM (titrated, usually from 115 µM), for inactives: at the top dose activity change, negative = inhibition, actives largely listed as inhibitors | 91,000 compounds, 0.32% hits | AID deamination FRET fluorescence, UDG-coupled, 4 h | AID 1347428, 2020; further: nearly all actives have a fitted effect of over 25% in size
Target sequence (Q9GZX7 whole entry, looked up): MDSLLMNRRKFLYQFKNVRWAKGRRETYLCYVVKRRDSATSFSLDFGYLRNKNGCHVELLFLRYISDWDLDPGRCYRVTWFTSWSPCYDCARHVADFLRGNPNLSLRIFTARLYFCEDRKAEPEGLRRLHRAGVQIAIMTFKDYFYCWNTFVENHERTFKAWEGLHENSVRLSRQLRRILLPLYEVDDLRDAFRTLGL
Active calls of the source: *; ? = inconclusive; [ ] = remark or other dose. The call rests on the fitted dose curve; in most records, active means well fitted curve in the direction sought with a large enough effect; inconclusive means small, poorly fitted or top-dose-only effect, or another doubt; inactive means no such curve, though single readings can be large; an effect the other way counts as inactive or inconclusive. On the % scale 0 is the no-effect control and ±100 the full control effect; potency means the concentration at half of the fitted maximal effect.

item	SMILES	UDG counterscr	AID inhibitor
1	O=C(CCc1c[nH]c2ccccc12)OCc1ccccc1	5%	-2%
2	O=C(NCCc1cccnc1)c1ccc(Cl)cc1	4%	8%
3	COCCCNC(=O)CSc1ccc(C)cc1	-5%	-8%
4	CC(Oc1cccc(Cl)c1)C(=O)OCc1nc(N)nc(N)n1 (configuration not stated)	-1%	2%
5	O=C(c1cccc(F)c1)N(Cc1cccc2[nH]ccc12)C1CC1	-2%	5%
6	CC(C)(C)C1CCc2nc(NC(=O)c3cccc(Cl)c3)sc2C1 (configuration not stated)	-22%	12%
7	N#C/C(=C\c1ccc(-c2ccc(C#N)cc2)o1)c1nc2ccccc2[nH]1	16%	-7%
8	CCOc1ccccc1NC(=O)c1ccc2c(Cl)c3c(nc2c1)CCCC3	-1%	6%
9	CCN(CCCNC(=O)c1cc2c(Cl)nc3ccccc3c2s1)Cc1ccccc1	-19%	?
10	CCOC(=O)c1c(SCC(=O)Nc2ccc(F)cc2F)nc(=O)[nH]c1C	31%[activator]	-14%
11	CCOc1ccc(/C=C(\C#N)C(=O)Nc2sc3c(c2C(=O)OC)CCC3)cc1OC	9%	32%[activator]
12	CCOc1ccc2nc(COc3cc(C)cc(C)c3)[nH]c2c1	-8%	-5%
13	CC(C)n1ncc2c(C(=O)Nc3ccc(F)cc3)c3c(nc21)CCC3	-3%	3%
14	O=S(=O)(c1ccc(Cl)cc1Cl)n1ccnc1	2%	28%
15	CCC(CC)C(=O)Nc1cccc(C)c1C	-4%	-7%
16	OCCc1cn[nH]c1	-7%	-9%
17	Cc1nc(N)c(C(N)=O)[nH]1	6%	15%
18	Cc1ccc(NC(=O)Cn2nc(C)c3nn(-c4ccc(Cl)cc4)c(C)c3c2=O)cc1F	1%	-14%
19	CCCCCC[N+](C)(C)CCCCCCCCCC[N+](C)(C)CCCCCC	-6%	-8%
20	COc1ccccc1CNc1ncnc2onc(-c3ccc(F)cc3)c12	-8%	11%
21	COc1cc(OC)c(NC(c2nnc(-c3ccccc3)o2)c2ccc(F)cc2Cl)cc1Cl (configuration not stated)	-8%	-16%
22	O=C(Nc1ccc2oc(-c3cccc(Cl)c3Cl)nc2c1)c1cccc(Br)c1	-1%	6%
23	CC(=O)c1cccc(NC(=S)NCCSc2ccc(Cl)cc2)c1	-6%	-9%
24	Cc1ccccc1C(=O)N(Cc1ccc(N(C)C)cc1)CC1CCCO1 (configuration not stated)	4%	-6%
25	COc1ccc(OC)c(-c2nc(C(N)=O)c3c(n2)n(-c2ccc4c(c2)OCO4)c(=O)n3C)c1	15%	44%[activator]
26	C=CCNC(=S)Nc1ccc(Cl)c(Cl)c1	3%	-1%
27	Cc1ccc(CSc2nc(=O)c3c(n2C)NC(=O)CC3c2ccc(OC(C)C)cc2)cc1 (configuration not stated)	7%	?
28	CC1=C(c2ccc(C(C)C)cc2)S(=O)(=O)N=C1N1CCC(C(=O)NCc2ccccc2)CC1	0%	8%
29	Cc1ccc(C(=O)COC(=O)C(Cc2c[nH]c3ccccc23)NC(=O)c2ccc(C(C)(C)C)cc2)cc1 (configuration not stated)	13%	32%[activator]
30	CC(C)c1cc(N)c(O)c(C(C)C)c1	3%	1%
31	COc1ccccc1NC(=O)Cn1c(=O)n(Cc2ccccc2)c(=O)c2ccccc21	-5%	6%
32	Cc1cccc(-c2nc3scc(CCNS(=O)(=O)c4ccc(Oc5ccccc5)cc4)n3n2)c1	-2%[57.5 µM]	8%
33	O=C(NCCc1ccsc1)C1CC=CCC1 (configuration not stated)	-13%	-3%
34	COc1cc(OC)c(NS(=O)(=O)c2c(C(=O)N3CCCCCC3)c(C)n(C)c2C)cc1Cl	4%	12%
35	Cc1cccc(-n2ncc3c(Nc4ccc(C)c(Cl)c4)ncnc32)c1	-18%	14%
36	COc1ccc(OC)c(CCNC(=O)CCCn2c(=O)c3cccn3c3ccccc32)c1	2%[57.5 µM]	?
37	COc1ccc(C(=O)/C=C/c2cccc(N)c2)cc1	-17%	-16%
38	CC(C)c1ccc(NC(=O)c2cc3c(=O)oc4ccccc4c3s2)cc1	6%	-14%
39	CCc1cccc(NC(=O)Cn2c(=O)n(CCC(=O)NCc3ccccc3Cl)c(=O)c3sccc32)c1	-27%	13%
40	CC(=O)C(C)(CCC(=O)O)CCC(=O)O	-4%	1%
41	CN(C(=O)CSc1nc2ccccc2n1Cc1cccc(C(F)(F)F)c1)c1ccccc1	-27%	?
42	COc1ccc(Nc2ncnc3c2cnn3-c2cc(Cl)ccc2C)cc1OC	?	56%[activator]
43	COc1ccccc1NC(=O)C(C)Sc1nnc2ccc3ccccc3n12 (configuration not stated)	-10%	?
44	COc1cc(NC(=O)C(CC(C)C)NS(=O)(=O)c2ccc3c(c2)CCCC(=O)N3)cc(OC)c1 (configuration not stated)	9%	1%
45	O=C(Nc1ccccc1Sc1ccccc1)C1CCCC1	-9%	-9%
46	CCCCN(CC)Cc1c(C)[nH]c2ccc(Br)cc2c1=O	6%	4%
47	CCOc1ccc(C(=O)N(Cc2ccc(C(C)C)cc2)Cc2ccco2)cc1	-9%[57.5 µM]	?
48	Clc1ccc(-c2nn3c(CN4CCOCC4)nnc3s2)cc1	-1%	4%

Four of the compounds above, field by field.
16	OCCc1cn[nH]c1
  UDG counterscr = -7%; AID inhibitor = -9%

17	Cc1nc(N)c(C(N)=O)[nH]1
  UDG counterscr = 6%; AID inhibitor = 15%

18	Cc1ccc(NC(=O)Cn2nc(C)c3nn(-c4ccc(Cl)cc4)c(C)c3c2=O)cc1F
  UDG counterscr = 1%; AID inhibitor = -14%

19	CCCCCC[N+](C)(C)CCCCCCCCCC[N+](C)(C)CCCCCC
  UDG counterscr = -6%; AID inhibitor = -8%

Other structures:
item	SMILES	UDG counterscr	AID inhibitor
49	C/C(=N/O)C(C)N(O)C(C)/C(C)=N/O (configuration not stated)	-7%	-1%
50	CCc1ccc(NC(=O)C2CCCN(S(=O)(=O)c3ccc(F)cc3)C2)cc1 (configuration not stated)	-1%	16%
51	Cc1ccc(-n2nc(C)c3c(C(F)(F)F)cc(-c4cccnc4)nc32)cc1C	8%	12%
52	CC(=O)Nc1ccc(NC(=O)COc2ccc3c(C)cc(=O)oc3c2C)cc1	5%	-9%
53	COc1ccc(OC)c(NC(=O)Cn2c(=O)n(Cc3ccccc3)c(=O)c3ccccc32)c1	2%	-13%
54	Cc1cccc(-c2nc(CSCC(=O)NCCc3ccc(Cl)cc3)c(C)o2)c1	0%	?
55	Cc1ccc(NC(=O)Cc2n[nH]c(=O)c3ccccc23)c(O)c1	6%	-5%
56	COc1ccccc1-c1noc(CCCC(=O)Nc2cc(C)ccc2C)n1	23%	-1%
57	CC(NC(=O)CCc1cn(Cc2ccccc2Cl)c2ccccc12)c1ccccc1 (configuration not stated)	14%	10%
58	Cc1ccc(OCCN)c(C)c1	4%	8%
59	COc1ccc(COC(=O)c2[nH]c3c(c2C)C(=O)CC(c2ccc(OC)c(OC)c2)C3)cc1 (configuration not stated)	-7%	10%
60	CCSc1ncc(Cl)c(C(=O)Nc2ccc(S(=O)(=O)N(C)c3ccccc3)cc2)n1	-16%	8%
61	Cc1cccc(NC(=O)Cn2c(=O)n(CCCCCC(=O)NCc3ccc4c(c3)OCO4)c(=O)c3sccc32)c1	-10%	0%
62	CN(C(=O)c1cccc(N)c1)C1CCCCC1	-7%	-4%
63	CC(C)CCNC(=O)CCNC(=O)NCc1nc2c(cnn2-c2ccccc2)c(=O)[nH]1	-1%	6%
64	COC(=O)c1ccc(/C=C(/C#N)C(=O)c2c(Cl)cccc2Cl)cc1	8%	-3%
65	Cc1cccc(-c2noc(CN(C(=O)c3ccc(C)c(C)c3)C(C)C)n2)c1	-10%	?
66	O=C(O)c1cccc(CSc2ccc(Cl)cc2Cl)c1	3%	-12%
67	O=C(Nc1ccc(Cl)cc1)c1cc2nc(-c3ccc4c(c3)OCO4)cc(C(F)(F)F)n2n1	0%[57.5 µM]	18%[57.5 µM]
68	Cc1ccc2oc(=O)c3cc(C(=O)Nc4ccc(C)c(F)c4)sc3c2c1	2%	-11%
69	CCOc1ccc(S(=O)(=O)NCCc2sc3nc(-c4ccc(F)cc4)nn3c2C)cc1	3%	6%
70	COc1ccc(CCNC(=O)c2csc3c2CCCCC3)c(OC)c1	4%	11%
71	O=Cc1cccn1-c1ccccc1Br	-11%	-3%
72	Cc1ccc(-n2c(=O)c3c(C)c(C)sc3n(Cc3ccc(F)cc3Cl)c2=O)cc1C	48%[activator]	4%
73	Cc1ccc(C(=O)c2cn(Cc3cccc(F)c3)c3nc(C)ccc3c2=O)cc1	-13%	-25%
74	O=C(O)CCc1ccc(-c2ccccc2)n1-c1cccc(Br)c1	25%	18%
75	COc1cc(/C=C(/C#N)C(=O)Nc2cccc(C(F)(F)F)c2)ccc1OC(F)F	-14%	-20%
76	O=C(C1=C(c2ccccc2)SCCO1)N(Cc1cccc2ccccc12)C1CCS(=O)(=O)C1 (configuration not stated)	-4%	-10%
77	Cc1ccc2c(CN3CCN(C(=O)c4cccc(F)c4)CC3)cc(=O)oc2c1	-2%	-7%
78	CN(C1CCCCC1)S(=O)(=O)c1ccc2c(c1)c(=O)c(C(=O)NCCc1ccc(Cl)cc1)cn2C	12%[57.5 µM]	20%[57.5 µM]
79	Cc1cc(C(=O)NCc2cccnc2)c2ccccc2n1	15%	16%
80	O=C(COC(=O)c1ccccc1-c1ccccc1)c1ccccc1	-6%	8%
81	COc1ccc(C(=O)CCC(=O)Nc2ccc(C)c(Cl)c2)cc1	3%	22%
82	COc1ccc(N2CCN(C(=O)c3cc(NS(=O)(=O)c4ccc(F)cc4)ccn3)CC2)cc1	-12%	-18%
83	O=C(CCn1c(=O)c2cccn2c2cccnc21)N1CCN(c2cccc(Cl)c2)CC1	-6%	?
84	O=C(NCc1ccccc1CN1CCCC1)c1cnn(-c2ccccc2)c1	-3%	1%
85	O=C(Cn1nc2c(cc1=O)CCCC2)Nc1ccccc1Br	0%	-13%
86	N#Cc1ccccc1COC(=O)C(c1ccccc1)c1ccccc1	-9%	-8%
87	CS(=O)(=O)c1ccc(Cl)c(NC(=O)CCCc2cccs2)c1	4%	-8%
88	Cc1c(O)ccc2c(COC(=O)c3nn(C(C)C)c(=O)c4ccccc34)cc(=O)oc12	-17%	-8%
89	CN(C)c1ncccc1C(=O)Nc1ccccc1F	-3%	1%
90	COc1cccc(Cn2c(=O)n(CC3CCC(C(=O)N4CCCCC4)CC3)c(=O)c3sccc32)c1 (configuration not stated)	-14%	?
91	CCOC(=O)c1ccc(NC(=O)c2c(NCc3sccc3C)sc3c2CCCCC3)cc1	8%	194%[activator]
92	COc1ccc(C2C=C(c3cccc(OC)c3)Nc3c(C(=O)Nc4ccccc4)cnn32)cc1 (configuration not stated)	-2%	71%[activator]
93	CCN1C(=O)C(Cc2nc3ccccc3c(=O)n2-c2ccc(OC)cc2)c2cc(C)ccc21 (configuration not stated)	0%	-13%
94	C=CCNCc1ccc(Cl)cc1	-8%	-6%
95	Cc1cc(C)cc(-n2c(SCC(=O)Nc3cccc(F)c3)nc3c([nH]c4ccccc43)c2=O)c1	-1%	26%
96	C=CCNC(=O)c1ccccc1Nc1ccccc1	-2%	-6%
97	CCC(=O)N1CCc2cc(S(=O)(=O)NC(C(=O)NCc3ccccc3Cl)C(C)C)ccc21 (configuration not stated)	26%	9%
98	CCCN(C(=O)C1CCN(S(=O)(=O)c2c(C)noc2/C=C/c2ccc(C)cc2)CC1)c1ccccc1F	-7%	-2%
99	c1ccc(-c2ccc(CNCCN3CCCC3)cc2)cc1	0%	-2%
100	O=C(NCCc1ccccc1F)C1CC=CCC1 (configuration not stated)	-3%	-5%
101	O=C(CCc1ncc(-c2c(F)cccc2F)o1)NCc1ccco1	5%	1%
102	CCOc1ccc(C2C(C(=O)Nc3ccccc3OC)=C(C)Nc3c(C(=O)Nc4cccc(C)c4)cnn32)cc1 (configuration not stated)	-19%	?
103	CCCCCCCCS(=O)CCCl (configuration not stated)	5%	-4%
104	COc1ccc(CCNC(=O)CS(=O)(=O)Cc2nc(-c3cccc(Cl)c3)oc2C)cc1OC	-1%	0%
105	Cc1cc(C)cc(Oc2c(C(F)(F)F)oc3cc(OCC(=O)OC(C)C)ccc3c2=O)c1	5%	3%
106	CC(OC(=O)c1ccc(NC(=O)CC#N)cc1)C(=O)Nc1ccc(N2CCOCC2)cc1 (configuration not stated)	-4%	9%
107	CC1(C)CC(=O)C2=C(C1)OC(c1ccccc1)(C(C)(C)C)NC2=O (configuration not stated)	-3%	2%
108	Cc1cc2nc(/C(C#N)=C/c3cccc(Oc4ccccc4)c3)[nH]c2cc1C	-9%	-9%
109	CCc1cccc(C)c1NC(=O)CSC1CCCC1	-9%	-16%
110	Fc1cccc(Cl)c1Cn1c(CN2CCOCC2)nc2ccccc21	-7%	-4%

Only part of the results is shown; the hit share may differ from the screen's.
